Rv3671c inh: inhibits the M. tuberculosis serine protease Rv3671c; P9WHR9; inhibition, % at 5.96 µM; 320,000 compounds, 0.048% hits; in the data active = inhibition above about 38%;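 note: extracellular domain of Rv3671c used as enzyme; 0% = enzyme with DMSO and 100% = no enzyme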
Target sequence (P9WHR9 whole entry, looked up, the tested form may be a part): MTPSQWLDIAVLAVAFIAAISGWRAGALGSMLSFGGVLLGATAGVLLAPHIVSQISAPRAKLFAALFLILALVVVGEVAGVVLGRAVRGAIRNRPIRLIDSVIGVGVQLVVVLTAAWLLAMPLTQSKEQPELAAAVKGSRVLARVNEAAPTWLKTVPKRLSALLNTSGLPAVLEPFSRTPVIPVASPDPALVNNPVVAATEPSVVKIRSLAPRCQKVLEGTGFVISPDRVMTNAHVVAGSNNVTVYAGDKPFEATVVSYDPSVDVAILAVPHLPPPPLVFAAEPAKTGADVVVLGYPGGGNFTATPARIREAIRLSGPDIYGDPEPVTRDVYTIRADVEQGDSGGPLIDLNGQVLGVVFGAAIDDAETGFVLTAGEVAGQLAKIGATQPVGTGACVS
UGM FP inh: Mtb UDP-galactopyranose mutase inhibition | P9WIQ1 | purified UGM, fluorescence polarization probe displacement | inhibition, % at 10 µM | 320,000 compounds, 0.06% hits | AID 504406; in the data active = inhibition above about 10%, passing the limit was not always enough
PriA SSB inh: K. pneumoniae PriA-SSBct interaction inhibition | AlphaScreen SSBct-PriA binding, biotinylated peptide | inhibition, % at 33 µM | 430,000 compounds, 0.6% hits; in the data active = inhibition mostly above about 37%, no sharp cut-off; inactive = mostly below about 20%;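 note: plate controls were negative control peptide for no effect and reference peptide for full effect; strong numbers were not always called active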
MazF activator: activators of E. coli MazEF toxin-antitoxin RNase; P0AE70; FAM/BHQ RNA-DNA oligo cleavage fluorescence, 5 h; activation, % at 20 µM; 350,000 compounds, 0.32% hits; in the data active = activation above about 50%
BioA inh: blocks M. tuberculosis BioA enzyme activity | inhibition, % at 9.99 µM | 360,000 compounds, 0.096% hits | AID 602481 | purified M. tuberculosis BioA enzyme, plate reader; in the data active = inhibition above about 40%
GDH-TPI inh: GDH-TPI coupled enzyme inhibition counter-screen; GDH-TPI coupled enzyme counterscreen, NADH absorbance; inhibition, % at 4.8 µM; 360,000 compounds, 1.2% hits; in the data active = inhibition above about 30%;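 note: 0% = DMSO wells and 100% = wells lacking the enzyme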
SARS 3CLpro inh: SARS-CoV 3CLpro protease inhibition; recombinant SARS-CoV 3CLpro, quenched FRET peptide cleavage; inhibition, % at 6 µM; 290,000 compounds, 0.14% hits; AID 1706; in the data active = inhibition above about 12%
Vc quorum ag: induces V. cholerae light production without autoinducers; activation, % at 18.7 µM; V. cholerae BH1578 lux reporter, luminescence, 6 h; AID 588436; 350,000 compounds, 0.16% hits; in the data active = activation mostly above about 9.7%, no sharp cut-off; note: not every result past the cut was called active; inactives centre near 0; reference of the scale not given here
VHR inh abs: DUSP3 (human) phosphatase inhibition; P51452; recombinant VHR phosphatase, pNPP absorbance; inhibition, % at 13.3 µM; 290,000 compounds, 0.52% hits; in the data active = inhibition above about 50%; note: some compounds called inactive have numbers as strong as hits
Target sequence (P51452 whole entry, looked up): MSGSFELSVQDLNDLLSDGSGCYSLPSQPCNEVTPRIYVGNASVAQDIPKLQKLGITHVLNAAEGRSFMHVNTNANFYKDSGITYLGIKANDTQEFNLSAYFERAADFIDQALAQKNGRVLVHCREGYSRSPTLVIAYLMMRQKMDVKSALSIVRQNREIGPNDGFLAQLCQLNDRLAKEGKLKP
FBA Mtb inh: inhibitors of M. tuberculosis fructose-bisphosphate aldolase; P9WQA3; 360,000 compounds, 2.3% hits; purified M. tuberculosis FBA, fluorescence read-out; inhibition, % at 1 µM; in the data active = inhibition above about 27%;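 note: 0% = vehicle and 100% = reference inhibitor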
Target sequence (P9WQA3 whole entry, looked up): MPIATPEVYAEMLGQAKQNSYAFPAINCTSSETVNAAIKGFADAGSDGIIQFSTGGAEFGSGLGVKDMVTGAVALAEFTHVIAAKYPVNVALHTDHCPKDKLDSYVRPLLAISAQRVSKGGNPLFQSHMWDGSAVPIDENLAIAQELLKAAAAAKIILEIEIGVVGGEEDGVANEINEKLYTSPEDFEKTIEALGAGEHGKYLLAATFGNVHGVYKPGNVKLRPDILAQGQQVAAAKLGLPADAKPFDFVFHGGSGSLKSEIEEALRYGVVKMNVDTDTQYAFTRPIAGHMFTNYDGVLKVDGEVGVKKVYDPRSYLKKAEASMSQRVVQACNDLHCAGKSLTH
Starred values were filed as active, the others as inactive; i = inactive; x = no result given; & = joins results of further samples.

SMILES	Rv3671c inh	UGM FP inh	PriA SSB inh	MazF activator	BioA inh	GDH-TPI inh	SARS 3CLpro inh	Vc quorum ag	VHR inh abs	FBA Mtb inh
Cc1ccc(S(=O)(=O)N2CCN(C(=O)COC(=O)c3ccc(Br)o3)CC2)c(C)c1	5	-0.9	-8	1	1.1	1	x	-1.8	x	-1
Cc1cccnc1CN1CCN(Cc2nc(Cc3cccc(F)c3)no2)CC1	1	1.5	-10	3	x	-6	-5	-0.3	17	7
CCOC(=O)Cn1c(=N)n(CCOc2ccc3ccccc3c2)c2ccccc21	-2	0.4	1	32	-4.3	14	0	-0.2	30	0
NS(=O)(=O)c1ccc(NC(=O)/C=C/c2cccs2)cc1	0	6.1	-24	5	1.4	72*	-3	i	15	0
COc1ccc(-n2c(SCc3cn4c(C)cccc4n3)nc3ccccc3c2=O)cc1OC	3	-0.1	5	-4	x	7	-4	-0.3	18	4
CCC(C)[C@H](NC(=O)C1CC(=O)N(c2ccc3c(c2)OCO3)C1)C(=O)NC1CCCCC1 (some centres not stated)	3	1.8	-13	15	-4.4	15	-2	i	-7	5
Cc1cc(Cn2nnc(-c3ccc(Br)cc3)n2)cc(C)c1O	-8	-0.4	-16	-4	-2.9	3	x	-5.5	x	5
Cn1sc(NC(=O)c2cccc(Cl)c2)nc1=O	-2	2.3	-5	-5	-0.4	13	-5	-6.2	0	1
Fc1ccc(CNC(=S)NCc2ccc(F)cc2)cc1	7	-0.1	-9	6	x	5	2	i	22	2
Cc1ccc(SCC(=O)NC(=O)Nc2ccc3c(c2)OCCO3)c(C)c1	1	-0.2	-5	1	x	3	4	-0.4	26	-4
CCc1nc(SCc2ccccc2)n[nH]1	-8	-2.5	-4	1	-0.4	-3	1	1.5	18	0
COc1ccc(-c2nnn(CC(=O)N(Cc3ccc(F)cc3)C(C(=O)NC3CCCC3)c3ccc(F)cc3)n2)cc1 (configuration not stated)	2	0.3	1	-13	-6.3	6	-1	-4.2	x	2
CCOC(=O)C1CCCN(C2=NC(=O)/C(=C/c3ccc(N(C)C)cc3)S2)C1 (configuration not stated)	-17	-4.2	-7	-176	-28	12	-4	i	53*	-10
CCCc1nc2ccccc2c(=O)n1NC(=O)c1c(O)c2ccccc2[nH]c1=O	1	0.0	-16	3	-1.2	-12	1	i	14	3
C[C@H]1O[C@H](O[C@H]2[C@H](O[C@@H]3CC[C@@]4(C)C(CC[C@]5(C)C4CC=C4[C@@H]6CC(C)(C)CC[C@]6(C(=O)O[C@@H]6O[C@H](CO)[C@@H](O)[C@H](O)[C@H]6O)CC[C@]45C)C3(C)C)O[C@H](C(=O)O)[C@@H](O)[C@@H]2O)[C@@H](O)[C@@H](O)[C@@H]1O (some centres not stated)	-4	1.1	-9	8	-2.4	18	x	0.5	x	6
NC1=NC(c2ccc([N+](=O)[O-])cc2)N(c2ccc(F)cc2)C(N)=N1 (configuration not stated)	-3	2.3	-4	10	x	15	x	-0.4	x	2
COc1ccc(C(CCNCc2ccc(F)cc2)c2ccc(F)cc2)cc1 (configuration not stated)	-9	-0.8	-27	-1	x	2	0	-0.6	-4	1
CC(OC(=O)c1ccc2ncsc2c1)C(=O)Nc1cccc(Cl)c1 (configuration not stated)	-13	-1.3	-8	10	0.3	-5	x	i	x	0
COc1ccc(C2SCCN2C(=S)Nc2cccc(Cl)c2)cc1 (configuration not stated)	-4	0.4	-31	0	x	-3	-1	-0.4	-6	0
CC(C)[C@H](NC(=O)[C@@H]1CSC2c3ccccc3C(=O)N21)C(=O)N1CCCCC1 (some centres not stated)	-11	0.2	-4	9	-0.7	2	-3	-2.6	17	2
CC(=O)c1ccc(O)c(CSC2=NCCS2)c1	0	1.7	-2	2	x	11	2	i	12	-2
NC(=O)c1ccccc1[N+](=O)[O-]	1	1.2	2	-3	-1.0	-6	x	-0.5	x	-1
Cc1ccccc1NC(=O)CSc1nnc2ccc(-c3cccnc3)nn12	10	x	5	-1	1.9	9	x	1.4	x	4
COc1ccccc1NC(=O)c1cc(N2C(=O)C3C4CCC(C4)C3C2=O)ccc1Cl (configuration not stated)	-2	-0.9	-3	5	-1.0	9	3	i	3	0
O=C(Cn1ncc2c([nH]c3ccccc32)c1=O)NCCc1ccccc1	-39	-1.4	-10	-62	-2.3	11	2	-0.3	-12	6

An excerpt from above, showing only PriA SSB inh and SARS 3CLpro inh:
compound,PriA SSB inh,SARS 3CLpro inh
Cn1sc(NC(=O)c2cccc(Cl)c2)nc1=O,-5,-5
Fc1ccc(CNC(=S)NCc2ccc(F)cc2)cc1,-9,2
Cc1ccc(SCC(=O)NC(=O)Nc2ccc3c(c2)OCCO3)c(C)c1,-5,4
CCc1nc(SCc2ccccc2)n[nH]1,-4,1
COc1ccc(-c2nnn(CC(=O)N(Cc3ccc(F)cc3)C(C(=O)NC3CCCC3)c3ccc(F)cc3)n2)cc1 (configuration not stated),1,-1

Returning to the listing; the four compounds before the break are reprinted first.
SMILES	Rv3671c inh	UGM FP inh	PriA SSB inh	MazF activator	BioA inh	GDH-TPI inh	SARS 3CLpro inh	Vc quorum ag	VHR inh abs	FBA Mtb inh
NC(=O)c1ccccc1[N+](=O)[O-]	1	1.2	2	-3	-1.0	-6	x	-0.5	x	-1
Cc1ccccc1NC(=O)CSc1nnc2ccc(-c3cccnc3)nn12	10	x	5	-1	1.9	9	x	1.4	x	4
COc1ccccc1NC(=O)c1cc(N2C(=O)C3C4CCC(C4)C3C2=O)ccc1Cl (configuration not stated)	-2	-0.9	-3	5	-1.0	9	3	i	3	0
O=C(Cn1ncc2c([nH]c3ccccc32)c1=O)NCCc1ccccc1	-39	-1.4	-10	-62	-2.3	11	2	-0.3	-12	6
COC(=O)c1[nH]c(=O)c2ccccc2c1OCc1ccccc1	-2	-1.5	1	3	1.0	7	4	i	4	3
CC(C)C(OC(=O)c1cccs1)C(=O)NCc1ccc(F)cc1 (configuration not stated)	5	1.1	-16	4	0.1	1	4	-4.0	21	4
O=C(N/N=C/c1ccc[nH]1)c1cccc([N+](=O)[O-])c1	3	0.4	x	-2	x	18	2	-3.6	42	1
C#C[C@]1(O)CCC2C3CCC4=C/C(=N/OCC(=O)NC(C)C(=O)NC(CCSC)C(=O)O)CC[C@]4(C)C3CC[C@@]21C (some centres not stated)	4	3.5	x	-7	-0.2	-10	4	0.9	6	-2
O=C(COc1cc(Cl)c(Cl)cc1Cl)NCCN1CCOCC1	3	-1.8	2	0	-1.6	0	4	i	2	-1
Cc1cccc(C)c1Nc1nnc(SC(C)C(=O)Nc2c(C)n(C)n(-c3ccccc3)c2=O)s1 (configuration not stated)	-1	-2.9	1	-2	x	3	4	i	14	-2
COc1ccc(OC)c(NC(=O)CN(C)S(=O)(=O)c2ccc3nc(C)sc3c2)c1	-10	0.1	-4	-6	-0.1	0	-7	-0.6	-5	2
CC(C)NC(=O)C1=NN(c2ccccc2)C(=O)CC1	-9	-0.4	2	18	0.1	-4	5	0.6	10	1
CCOC(=O)C1CCCCN1Cc1ccccc1C(F)(F)F (configuration not stated)	0	-0.2	-19	5	0.2	-12	-3	i	17	0
O=[N+]([O-])c1cccc(N(CC2CO2)S(=O)(=O)c2ccccc2)c1 (configuration not stated)	-2	-0.5	-10	-16	-0.4	0	-1	-0.3	20	-1
O=C1NN(c2ccc(Cl)c(Cl)c2)C(=O)/C1=C/c1ccc(-c2ccccc2C(=O)O)o1	x	4.1	-3	-5	-3.5	5	6	-0.6	20	-11
Oc1ccc(COCc2ccccc2)c2cccnc12	0	0.9	84*	4	-4.6&-0.2	12	5	-2.2	2	3
Cc1ccc(C(=O)n2c(-c3ccccc3)cnc2SCC(=O)Nc2ccc(C)cc2C)cc1	-16	2.1	6	1	x	-4	4	3.4	-4	3
OCCC1CN(Cc2ccc3nonc3c2)CCN1Cc1ccsc1 (configuration not stated)	-5	0.1	-4	5	x	-1	2	i	33	3
COc1cc(C(=O)c2ccccc2C(=O)O)c(OC)c2c1CCCC2	x	x	-11	3	x	6	x	x	x	0
CC(NC(=O)CCc1nnc(-c2ccccc2)o1)c1ccccc1 (configuration not stated)	10	-0.4	0	6	0.7	5	1	-4.8	0	1
Cc1ccc(OCC(=O)NC2=NCCS2)cc1	4	-2.3	-16	-14	-1.0	-6	4	i	10	0
CCOC(=O)CC1C(=O)NCCN1S(=O)(=O)c1ccc(Cl)c(Cl)c1 (configuration not stated)	1	-0.2	2	3	1.0	11	3	-0.3	40	-1
CC(C)(C)c1cc(N2CCOCC2)n2ncc(-c3ccc(Cl)cc3)c2n1	-5	-1.5	-2	7	-1.9	8	-6	-6.2	-1	4
CC(C)(O)C#Cc1ccc(C(=O)NCCC(=O)O)s1	0	-0.8	-13	-13	x	9	1	-0.5	14	-5
CCOC(=O)CSc1nc2cc(S(=O)(=O)Nc3ccccc3OC)ccc2o1	4	2.1	-15	-4	-0.3	0	5	i	31	-1
COc1cc(C)nc(N2CCC(C(=O)NCC3CCCO3)CC2)n1 (configuration not stated)	8	2.1	5	-15	-1.1	4	x	-0.7	x	2
COc1ccc2c(-c3ccccc3)cc(=S)[nH]c2c1	-3	-0.4	4	0	1.7	-1	3	0.7	x	3
CCC(C)(C)n1nnnc1C(c1ccccn1)N1CCCCC1 (configuration not stated)	-12	1.4	-14	10	-0.5	1	3	5.9	3	2
O=C1CC(N(O)c2ccccc2)C(=O)N1c1ccc(Cl)c(Cl)c1 (configuration not stated)	12	-1.4	-5	-1	-0.5	-6	2	-0.6	0	-1
CCC(C)[C@H](NC(=O)c1cn(CC)c2cc3c(cc2c1=O)OCO3)C(=O)NCCCn1ccnc1 (some centres not stated)	-2	0.1	15	-8	-1.2	21	-3	-0.5	-4	10
CCCCn1c(N)c(N(CC)C(=O)c2ccc(Cl)c(Cl)c2)c(=O)[nH]c1=O	9	3.4	-13	3	-1.8	4	1	-3.6	8	0
CC1(C)CC(C(=O)Nc2nccs2)CCO1 (configuration not stated)	-9	-1.9	-7	4	0.2	1	-1	i	18	-4
Cc1ccc(S(=O)(=O)N2CCC[C@H]2C(=O)OCC(=O)Nc2ccc3c(c2)OCO3)cc1	4	-2.4	6	4	-0.4	-5	x	i	x	0

Compound profiles (already shown). Order of values: Rv3671c inh	UGM FP inh	PriA SSB inh	MazF activator	BioA inh	GDH-TPI inh	SARS 3CLpro inh	Vc quorum ag	VHR inh abs	FBA Mtb inh
OCCC1CN(Cc2ccc3nonc3c2)CCN1Cc1ccsc1 (configuration not stated) as listed: -5	0.1	-4	5	x	-1	2	i	33	3
Cc1ccc(S(=O)(=O)N2CCC[C@H]2C(=O)OCC(=O)Nc2ccc3c(c2)OCO3)cc1 as listed: 4	-2.4	6	4	-0.4	-5	x	i	x	0
Cc1ccc(OCC(=O)NC2=NCCS2)cc1 as listed: 4	-2.3	-16	-14	-1.0	-6	4	i	10	0

Bioassay records as filed in PubChem BioAssay.

An excerpt; rates above refer to the full screens.
